Screens as filed in PubChem BioAssay.
Hep lipid drop: hepatic lipid droplet formation modulation. inhibition, % at 6.5 µM. AML12 mouse hepatocytes, oleate lipid droplets, BODIPY imaging. 0.4% of 240,000 active;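 active means lipid droplet intensity inhibited by at least 50%, with more than 500 cells counted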
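Material – AML12 mouse liver cells · Also added – oleate loading, 100 µM · Compound dosing – 6.5 µM single-point dosing · Times – overnight treatment with compound plus oleate · Measured by – fluorescence imaging, 20x objective, two fields per well · Read-out – percent inhibition of filter-corrected integrated lipid droplet intensity per well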
bCat nuc transl: beta-catenin nuclear translocation modulation. HeLa beta-catenin nuclear translocation, immunofluorescence imaging. nuclear translocation activity, % at 5 µM. 0.3% of 190,000 active. AID 1665;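 active means nuclear translocation activity above 50% at 5 µM, with a well cell count of 50 or more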;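 further: per-cell ratio of nuclear to cytoplasmic median beta-catenin stain intensity; plate controls were DMSO negative control for no effect and GSK-3 inhibitor IX positive control for full effect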
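Technique: fluorescence imaging of beta-catenin antibody stain plus DAPI / Material: human HeLa cell line / Incubation: compound treatment 24 h, 37°C, 5% CO2 / Read-out basis: % activation of per-cell nuclear versus cytoplasmic median beta-catenin signal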
MT stabilize HCS: microtubule stabilization, imaging screen | AID 2205 | HeLa tubulin immunostaining HCS, 24 h; share of cells brighter than vehicle mean+2SD | 0.83% of 200,000 active | % tubulin-high responders, % at 10 µM;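 active means plate Z-score above 3 for both tubulin-high and condensed-nucleus cell shares, with cell loss under 80%, at 10 µM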;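 further: anti alpha tubulin signal scored within the nucleus-defined area of each cell; some results filed as inactive read as strong as hits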
CSM14.1 death rescue: protection against thapsigargin-triggered cell killing – 384-well, CSM14.1, ATP luminescence, primary screen (AID 1222) | CSM14.1 thapsigargin-induced death rescue, ATP luminescence; higher % means a stronger effect | cellular ATP content (survival), % at 20 µM; hits with a dose series show EC50 in µM | 190,000 tested, under 10 active;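 active means EC50 below 50 µM in the dose-response confirmation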;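 further: death triggered by thapsigargin at about 15 µM added after 2 h compound pretreatment; cell ATP read after overnight thapsigargin exposure of roughly 18 to 22 hours; normalized against plate controls of thapsigargin alone and 5% DMSO vehicle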
Ins promoter up: MIN6 insulin promoter up-regulation | 0.3% of 190,000 active | MIN6 insulin promoter-GFP reporter, high-content imaging; hits give high values | z-score at 5 µM;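 active means z-score above 3 at 5 µM with at least 500 cells counted in the well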
WT yeast gro inh: growth inhibition of WT yeast, mitochondrial fusion screen; mitochondrial fusion phenotypic screen, WT strain; inhibition, % at 10 µM; 2.1% of 190,000 active; AID 1362; in the data active means inhibition above about 58%; tested in S. cerevisiae
XIAP antagonists: small molecules displacing peptide from XIAP – biochemical, IAP family, fluorescence polarization (AID 1018); XIAP BIR domain, fluorescence polarization peptide displacement; higher % means a stronger effect; displacement, % at 20 µM; hits with a dose series show IC50 in µM; 0.007% of 200,000 active; in the data active means displacement above about 50%; further: a part of the inactive calls stands beside numbers as strong as those of hits
Autophagy HCS: autophagy modulation, high-content screen | MEF GFP-LC3 puncta imaging; test concentration mostly 10 µM | calls only at 10 µM (by protocol) | 0.98% of 190,000 active;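 active means percentage of spot-positive cells more than 3 SD above its plate mean, without a fluorescence outlier flag or 80% toxicity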;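 further: spot-positive cell cutoff set from DMSO-treated cells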
Dynein transport: dynein cargo transport inhibition; 3617.4 mouse cells, GR-EGFP nuclear translocation imaging; test concentration mostly 20 µM; stimulated with dexamethasone, 1 µM; hits give low values; 0.47% of 220,000 active; z-score, hits read low; AID 1381;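 active means plate z-score of nuclear minus cytoplasmic receptor signal below a set negative limit, without overly bright fluorescence or cell loss, cut at about -3.5 in these data, passing the limit was not always enough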;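 further: z-score of nuclear minus cytoplasmic ring GR-EGFP intensity difference per well; some compounds called inactive have numbers as strong as hits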
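medium = tetracycline-free induction medium containing charcoal-stripped FBS | also added = 1.0 µM final dexamethasone stimulus | schedule = 48 h induction, 1 h compound, 30 min dex at 37 °C | technique = fixed, Hoechst-stained cells imaged at 10x for EGFP | measure = GR-EGFP nuclear translocation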
WT yeast gro inh mutant strain: also measured in WT yeast gro inh; calls as there; inhibition, %; mitochondrial fusion phenotypic screen, mutant strain inhibition
Dynein transport cytoplasmic EGFP: also measured in Dynein transport; calls as there; z-score; measured here: cytoplasmic GR-EGFP intensity; hits give high values
Dynein transport nuclear GR-EGFP: second read-out of Dynein transport, no call of its own (marks repeat the call); z-score; measured here: nuclear GR-EGFP intensity;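 lower value marks the stronger effect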
Dynein transport cell count: recorded beside Dynein transport, whose call it bears; z-score; measured here: cell count per field
Ins promoter up cell count: recorded beside Ins promoter up, whose call it bears; cell count; measured here: cytotoxicity, nuclei count;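 total cells summed across four imaged fields per well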
Hep lipid drop cells 6.5 µM: also measured in Hep lipid drop; calls as there; cell count; measured here: cell count, cytotoxicity flag;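 cells counted across two imaged fields per well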
bCat nuc transl cell count 5 µM: also measured in bCat nuc transl; calls as there; cell count; measured here: cell count, cytotoxicity flag
MT stabilize HCS Hoechst-high %: also measured in MT stabilize HCS; calls as there; % Hoechst-high responders; measured here: nuclear condensation Hoechst responders;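 share of cells brighter than vehicle mean plus two SD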
MT stabilize HCS cytotoxicity %: also measured in MT stabilize HCS; calls as there; toxicity, %; measured here: cytotoxicity by cell density;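 0% = mean cell density of plate MIN control wells and 100% = no cells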
Autophagy HCS cell loss 18 h: recorded beside Autophagy HCS, whose call it bears; toxicity, %; measured here: cell loss, nuclei count;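 cell loss after 18 h compound exposure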
* = called active by the depositor; i = inactive; . = not tested or not shown.

SMILES	Hep lipid drop	Hep lipid drop cells 6.5 µM	bCat nuc transl	bCat nuc transl cell count 5 µM	MT stabilize HCS	MT stabilize HCS Hoechst-high %	MT stabilize HCS cytotoxicity %	CSM14.1 death rescue	Ins promoter up	Ins promoter up cell count	WT yeast gro inh	WT yeast gro inh mutant strain	XIAP antagonists	Autophagy HCS	Autophagy HCS cell loss 18 h	Dynein transport	Dynein transport cytoplasmic EGFP	Dynein transport nuclear GR-EGFP	Dynein transport cell count
Cc1ccc(N(Cc2ccc(C(=O)NCC3CCCO3)cc2)S(C)(=O)=O)cc1C (stereo not drawn)	4	676	-0.3	1523	.	.	.	0.0%	.	.	8	0	-4.3%	i	-15	0.9	-0.23	0.78	-0.47
CCN(CC)C(=O)c1scc2c1OCCO2	.	.	4.5	1450	4.7	2.4	6.6	-2.0%	0.51	1304	.	.	-3.4%	i	22	-0.55	-0.038	-0.098	0.18
C/C(=N\NC(=S)NC(C)C)c1ccccc1OC(F)F	-13	711	-5.0	1095	2.2	1.6	4.5	-0.3%	-1.7	1133	53	12	-5.2%	i	18	0.42	-0.1	0.34	0.6
CC(C)(C)NC(=O)C(c1ccncc1)N(C(=O)Cn1nnc(-c2cccs2)n1)C1CCCCC1 (stereo not drawn)	-3	636	-1.5	1024	2.9	0.9	2.6	0.1%	0.88	1663	-8	7	-3.0%	i	-1	0.1	-0.18	-0.063	0.74
Cc1ccc(/C=N/Nc2ncc(Cl)cc2Cl)s1	5	777	1.0	1029	2.9	1.8	19	-0.3%	-0.41	877	20	12	-5.5%	i	-35	-1.4	-0.13	-0.93	0.1
CCC(Sc1nc2ccccc2s1)C(=O)Nc1cc(C)on1 (stereo not drawn)	-2	710	-3.2	503	2.9	1.8	3.4	-2.1%	0.6	1249	-10	-5	-9.6%	i	9	0.23	-0.21	0.13	-0.08
O=C1CN(C(=O)COC(=O)CCSc2ccccc2Cl)c2ccccc2N1	30	792	.	.	3.3	2.4	4.4	-0.6%	0.81	842	-4	-28	-2.6%	i	0	-0.38	0.45	-0.043	0.44
CN(C(=O)COC(=O)c1cn(-c2ccccc2)nc1-c1ccccc1)C1CCS(=O)(=O)C1 (stereo not drawn)	-6	689	4.1	859	3.9	2.5	5.1	-0.7%	1.8	1091	-12	3	-7.4%	i	7	-0.36	-0.34	0.2	0.75
COc1ccc(CCNC(=O)CC(NC(=O)c2ccccc2Cl)c2ccccc2)cc1 (stereo not drawn)	-12	592	.	.	3.3	3.1	9.7	-0.3%	-0.17	1351	-7	-2	-1.2%	i	2	0.035	-0.11	-0.35	-0.1
COc1ccc2c(c1)CCc1c(C(=O)N3CCc4ccccc4C3)noc1-2	-26	671	0.2	1053	2.9	3.0	7.9	-0.4%	0	1903	74*	68*	-0.1%	i	6	-0.34	-0.32	-0.28	-0.11
N#CC(C#N)=C(Nc1ccc(F)cc1)SCc1cccc(Br)c1	10	662	-6.6	568	1.5	0.3	13	2.1%	-0.21	856	80	81	-2.6%	i	-4	0.11	-0.096	-0.25	-0.93
CC(NC(=S)Nc1ccc(Cl)cc1Cl)C(c1cccs1)N1CCCC1 (stereo not drawn)	-15	611	.	.	5.2	2.3	11	-2.1%	-0.86	1310	25	3	0.5%	i	29	0.17	-0.2	0.72	-0.17
O=C(CCCN1C(=O)/C(=C/c2cccs2)SC1=S)NNC(=O)c1cccnc1	0	663	2.3	1249	.	.	.	.	0.4	1029	.	.	.	.	.	-0.87	-0.84	-0.7	1
CC(C)CN(CCNC(=O)CN1C(=O)CSc2ccc(S(=O)(=O)N3CCOCC3)cc21)CC(C)C	-2	721	.	.	2.2	2.0	5.6	-1.1%	-0.01	1278	-14	22	1.9%	i	6	-1	-0.22	-0.55	1.2
O=C(Nc1cccnc1)c1ccc(CSc2ccccc2)cc1	6	700	-1.3	1148	3.0	2.6	4.9	-6.4%	-0.24	1257	9	13	-3.7%	i	9	-0.62	-0.27	-0.19	0.41
COc1ccc(-c2cc(=O)[nH]c(=S)[nH]2)cc1	-12	679	-0.2	1499	3.9	1.4	2.8	-0.8%	-0.13	1392	-2	4	-7.1%	i	-6	-0.45	-0.22	-0.2	0.07
O=c1oc(-c2ccccc2F)nc2c1cnn2-c1ccccc1	0	729	1.1	1141	0.9	1.0	0.2	-2.4%	-0.87	751	2	15	-3.7%	i	-11	0.62	-0.042	0.72	-0.56
CCCN1C2CCCC1CC(NC(=S)Nc1cccc(C)c1)C2 (stereo not drawn)	21	740	-2.2	1019	3.6	1.7	7.1	-3.5%	0.22	1451	11	10	-6.1%	i	23	0.28	-0.24	0.45	-0.51
CCOC(=O)c1nn(-c2ccc(F)cc2)c2nc(Nc3ccccc3)cc(=O)n12	25	630	0.0	498	2.6	2.7	3.0	3.5%	-0.16	1382	10	-25	-2.1%	i	8	-0.15	-0.24	-0.16	0.079
CCCCn1nc(C(=O)N2CCc3ccccc32)c2ccccc2c1=O	1	731	.	.	2.5	2.4	12	-0.7%	-0.81	1346	15	13	-1.4%	i	0	-0.89	-0.27	-0.2	0.69

Reprinted at random: two records from the list.
SMILES	Hep lipid drop	Hep lipid drop cells 6.5 µM	bCat nuc transl	bCat nuc transl cell count 5 µM	MT stabilize HCS	MT stabilize HCS Hoechst-high %	MT stabilize HCS cytotoxicity %	CSM14.1 death rescue	Ins promoter up	Ins promoter up cell count	WT yeast gro inh	WT yeast gro inh mutant strain	XIAP antagonists	Autophagy HCS	Autophagy HCS cell loss 18 h	Dynein transport	Dynein transport cytoplasmic EGFP	Dynein transport nuclear GR-EGFP	Dynein transport cell count
CC(NC(=S)Nc1ccc(Cl)cc1Cl)C(c1cccs1)N1CCCC1 (stereo not drawn)	-15	611	.	.	5.2	2.3	11	-2.1%	-0.86	1310	25	3	0.5%	i	29	0.17	-0.2	0.72	-0.17
CCCCn1nc(C(=O)N2CCc3ccccc32)c2ccccc2c1=O	1	731	.	.	2.5	2.4	12	-0.7%	-0.81	1346	15	13	-1.4%	i	0	-0.89	-0.27	-0.2	0.69

(cont.)
SMILES	Hep lipid drop	Hep lipid drop cells 6.5 µM	bCat nuc transl	bCat nuc transl cell count 5 µM	MT stabilize HCS	MT stabilize HCS Hoechst-high %	MT stabilize HCS cytotoxicity %	CSM14.1 death rescue	Ins promoter up	Ins promoter up cell count	WT yeast gro inh	WT yeast gro inh mutant strain	XIAP antagonists	Autophagy HCS	Autophagy HCS cell loss 18 h	Dynein transport	Dynein transport cytoplasmic EGFP	Dynein transport nuclear GR-EGFP	Dynein transport cell count
CC(=NCC1CCNCC1)C1=C(O)CC(C)(C)CC1=O	-31	688	0.6	999	5.3	2.0	9.1	.	-0.13	1232	-2	-18	2.7%	i	1	0.2	-0.19	0.34	0.19
CCOP(=O)(c1c(F)c(F)c(F)c(F)c1F)C1(O)CCCCC1 (stereo not drawn)	-10	702	-4.9	1298	1.3	2.1	8.6	0.0%	-0.97	1010	10	2	-4.3%	i	-4	-0.037	-0.068	-0.031	-0.95
Cc1ccc(N(C(=O)Cn2nnc(-c3ccc(F)cc3)n2)C(C(=O)NC(C)(C)C)c2ccncc2)cc1 (stereo not drawn)	6	667	0.9	1493	2.9	2.8	7.0	3.1%	-0.47	1476	-2	-9	18%	i	-16	0.028	-0.23	-0.11	0.38
CNc1nc(-c2ccc3c(c2)CCN3C(=O)c2ccccc2F)c(C)s1	-13	762	-1.2	953	2.7	1.3	6.1	3.2%	.	.	8	-3	-14%	i	11	0.95	-0.082	0.72	-1.5
CC(=O)c1ccc(N2CCN(S(=O)(=O)c3cccc4nsnc34)CC2)cc1	3	705	-4.5	1121	4.2	1.3	2.9	-0.6%	0.24	1555	-6	-4	-4.7%	i	36	1.2	-0.35	1.2	0.92
CCOC(=O)C(Cc1ccc(OC)c([N+](=O)[O-])c1)NC(=O)CCC(=O)Nc1ccc(C)cc1 (stereo not drawn)	3	689	0.9	1499	2.3	1.1	0.9	-1.3%	-0.11	1394	4	13	0.1%	i	-11	0.52	-0.35	-0.28	0.41
O=C(CCCCCn1c(=O)[nH]c2ccsc2c1=O)NCc1ccc(F)cc1	19	770	-2.1	1146	1.8	1.4	11	-0.8%	.	.	-1	-17	-3.6%	i	-7	0.9	-0.29	0.56	-0.87
Cc1cc(C(C)(C)C)c(O)c(C)c1CC1=NCCN1	.	.	-0.1	1375	3.6	2.8	13	0.5%	-0.03	1035	-38	-10	-0.6%	i	10	-0.31	-0.34	-0.11	0.84
Cc1c(NC(=O)c2ccc(-c3cccc([N+](=O)[O-])c3)o2)c(=O)n(-c2ccccc2)n1C	-4	651	-0.2	1558	1.5	2.1	3.9	0.3%	0.01	1163	5	6	-5.3%	i	-6	-0.59	-0.13	-0.43	-0.69
CC(C)(C)NS(=O)(=O)c1ccc(OCC(=O)NCc2ccco2)cc1	5	709	-0.8	1018	3.3	1.5	8.3	-0.2%	-0.05	1416	-12	-10	-3.0%	i	-9	2.2	-0.2	1.5	-1.3
Cc1noc(C)c1COc1ccc(C(=O)O)cc1	13	628	0.4	1556	3.2	2.4	7.5	0.4%	1.1	1639	-14	15	-4.2%	i	0	-0.13	-0.27	-0.32	0.36
O=C(NNS(=O)(=O)Cc1ccccc1)c1ccc([N+](=O)[O-])cc1	-3	719	-0.8	1310	.	.	.	.	1.5	1084	.	.	.	.	.	-0.77	-0.75	-0.63	0.13
CCc1nnc(NC(=O)Cc2cccs2)s1	-14	599	0.2	1627	1.9	1.6	3.9	1.8%	0.7	1563	-5	-1	-5.9%	i	4	0.54	-0.25	0.23	0.36
Cc1ccc(NC(=O)C2(C)Cc3ccccc3C(=O)O2)cc1 (stereo not drawn)	-26	462	-0.7	1555	4.4	1.3	9.9	-1.7%	0.67	1375	6	9	-5.4%	i	-4	-0.12	-0.29	0.13	0.5
